Screens as filed in PubChem.
EBV LMP1 NFkB – EBV LMP1-driven NF-kappaB luciferase reporter inhibitors, primary screen, cell-based, luminescence, single point; LMP1-induced NF-kappaB luciferase reporter cells; inhibition, % at 12.5 µM; 350,000 tested, 0.69% active; AID 504558, 2011; in the data active means inhibition above about 41%;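 further: 0% = neutral control wells and 100% = reference inhibitor control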
KKLEB tox – cytotoxicity in KKLEB CF airway cells, primary screen, cytotoxicity control for CF NF-kB inhibitor project, cell-based, uHTS, fluorescence assay plates | KKLEB CF airway cells viability, ATPlite luminescence, overnight; active compounds read low; cells stimulated with P. aeruginosa culture filtrate | activity change (cytotoxicity), % at 5 µM | 360,000 tested, 0.36% active;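 active means corrected activity change at or below -50% at 5 µM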
Peg3 prom inh – Peg3 promoter-driven luciferase inhibitors, primary screen, cell-based, HeLa, luciferase luminescence. HeLa PEG-Prom luciferase reporter, overnight. inhibition, % at 20 µM. 360,000 tested, 1.7% active;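 active means inhibition of at least 50% at 20 µM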
hiPSC survival – enhancers of single-cell hiPSC survival, primary screen, ATPlite luminescence; 100% = ROCK inhibitor wells, 0% = DMSO; survival enhancement, % at 20 µM; AID 602274, 2012; 360,000 tested, 0.044% active; in the data active means survival enhancement above about 18%;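 further: cells exposed to compounds for 16 hours before the ATP read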
NR2E3 ag-1 – inhibitors of NR2E3-RetCOR corepressor binding, primary screen, NR2E3 agonist project, biochemical, TR-FRET, GST-NR2E3, biotin-RetCOR; 1536-well; inhibition of corepressor binding, % at 4.78 µM; 320,000 tested, 0.12% active; AID 2300, 2010;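 active means percent inhibition above the cutoff of mean plus 3 SD of all tested compounds, set per screening campaign, cut at about 20% in these data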;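 further: 0% = DMSO wells and 100% = biotin wells as full block of FRET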
Target sequence (Q9Y5X4 whole entry, looked up): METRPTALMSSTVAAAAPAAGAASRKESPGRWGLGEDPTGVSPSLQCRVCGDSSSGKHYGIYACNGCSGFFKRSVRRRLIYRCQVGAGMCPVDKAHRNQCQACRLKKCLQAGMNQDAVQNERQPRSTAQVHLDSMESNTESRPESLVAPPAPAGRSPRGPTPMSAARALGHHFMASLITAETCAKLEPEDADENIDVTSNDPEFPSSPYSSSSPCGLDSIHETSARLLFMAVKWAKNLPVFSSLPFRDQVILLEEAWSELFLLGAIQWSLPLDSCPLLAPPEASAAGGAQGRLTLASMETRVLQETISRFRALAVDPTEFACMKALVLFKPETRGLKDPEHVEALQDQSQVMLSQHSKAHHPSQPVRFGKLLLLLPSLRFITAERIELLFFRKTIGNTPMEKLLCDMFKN
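System: GST-tagged NR2E3 plus biotinylated RetCOR corepressor; Amount: 1.35 nM GST-tagged NR2E3 final; Dosing: single nominal compound dose of 4.8 µM; Schedule: 5 h incubation at 4 °C; Technique: TR-FRET with europium anti-GST and streptavidin-D2, 340 nm excitation; Controls: biotin wells as high control, 0.6% DMSO wells as low control.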
NR2E3 ag-2 – NR2E3 agonists in two-hybrid cells, primary screen, cell-based, luminescence, CHO-S, Gal4-NCOR/VP16-NR2E3. Photoreceptor-specific nuclear receptor (Homo sapiens), Q9Y5X4. luciferase. inhibition of corepressor binding, % at 3.98 µM. 360,000 tested, 0.35% active. AID 602229, 2012;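 active means inhibition above the mean of all tested compounds plus 3 SD, cut at about 70% in these data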;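 further: 0% = DMSO with NR2E3 transfected cells and 100% = cells lacking NR2E3 construct; higher means lower luciferase signal from less NR2E3 corepressor binding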
Shn3 3UTR inh – reduction of Shn3 3'UTR firefly luciferase signal, primary screen, Schnurri-3 inhibitor project, cell-based, Clone20 osteoblasts, set 2. Clone20 osteoblast Shn3 3'UTR firefly luciferase, 24 h. inhibition, % at 12.5 µM. 360,000 tested, 0.52% active. AID 588674, 2011;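 active means mean inhibition of at least 75% with every replicate also reaching 75%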;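 further: 0% = median of neutral control wells and 100% = pilot-screen positive control compound; some compounds past the cut are filed as inactive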
CF NFkB block – inhibitors of PAF-induced NF-kB signaling, primary screen, cell-based, GFP fluorescence, uHTS | KKLEB NF-kB-GFP reporter, GFP fluorescence overnight | inhibition, % at 5 µM | 360,000 tested, 0.86% active | AID 588850, 2011;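 active means at least 50% inhibition at 5 µM, scaled per plate between neutral and stimulator controls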;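 further: PAF is a Pseudomonas aeruginosa culture filtrate used as stimulus; plate controls were PAF-stimulated DMSO wells for no effect and unstimulated DMSO wells for full effect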
HIF-2a block – HIF-2a reporter inhibitors, primary screen, luminescence, 786-0 RCC cells; AID 624352, 2012; inhibition, % at 18.8 µM; 360,000 tested, 0.72% active; 786-0 RCC cells HIF-2a reporter, luciferase luminescence, overnight;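 active means inhibition of the luminescence signal of 40% or more relative to plate controls, in a single-dose primary screen at 18.75 µM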
C8 TRAIL sens – viability loss with TRAIL in NB7+C8 cells, primary screen, TRAIL sensitizer project, cell-based, ATPlite luminescence; inhibition (viability loss, TRAIL sensitization), % at 10 µM; 360,000 tested, 1% active;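 active means compounds causing at least 50% loss of cell viability in the single-dose screen, relative to plate controls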
MITF TRPM1 inh – inhibitors of MITF-dependent TRPM1 promoter reporter, primary screen, cell-based, SK-MEL-5, single point, luciferase; SK-MEL-5 TRPM1 promoter luciferase, 24 h; inhibition, % at 12.5 µM; 330,000 tested, 0.83% active; AID 488899, 2010;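 active means mean inhibition across replicates of 60% or more, whatever share of single replicates reaches that level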; further: values of inactives mirror those of a sister screen read the other way
The depositor's hits bear a star; . = not tested or not shown; & = joins results of further samples. Not all compounds are listed; count on the stated rates, not on these rows.

SMILES | EBV LMP1 NFkB | KKLEB tox | Peg3 prom inh | hiPSC survival | NR2E3 ag-1 | NR2E3 ag-2 | Shn3 3UTR inh | CF NFkB block | HIF-2a block | C8 TRAIL sens | MITF TRPM1 inh
O=[N+]([O-])c1ccccc1/C=C/C=N/n1c(-c2cc(-c3ccccc3)n[nH]2)n[nH]c1=S | 3 | -7 | 18 | 0.4 | 0 | -3 | 9 | -1 | 6 | 0 | 5
CCOc1ccc(CN(C)c2ccc(S(=O)(=O)N3CCN(C)CC3)cc2[N+](=O)[O-])cc1OC | 21 | 0 | 2 | -2.7 | 3 | 66 | 80 | -9 | -5 | 25 | .
CCCCNC(=O)c1cc(-c2ccc(OC)cc2)on1 | 4 | 5 | -225 | 0.9 | -1 | -120 | -69 | -18 | -266 | 23 | -76
Cc1cccc(NC(=O)c2ncn3c2C(=O)N[C@H](C)C3)c1 | . | 14 | -7 | 3.2 | . | 1 | -7 | -10 | -33 | 11 | .
O=C(c1ccco1)N1CCN(C(c2ccccc2)c2nnnn2Cc2cccs2)CC1 (configuration not stated) | -10 | 5 | 24 | -3.0 | 4 | 3 | 1 | 3 | 18 | 8 | -17
CCn1c(C(C)NC(=O)c2cccc(C)c2)n[nH]c1=S (configuration not stated) | 6 | 12 | 8 | 3.5 | 6 | -8 | 5 | -12 | 10 | -5 | -2
O=C(CCl)N(Cc1ccccc1)c1ccccc1 | 1 | -46 | 40 | -3.7 | -4 | -23 | 17 | 70* | 28 | 96* | 29
Cc1ccc(N=Nc2c(C)[nH]n(-c3ccccc3)c2=O)cc1Br | -5 | 4 | 10 | -0.5 | 1 | 4 | 7 | -12 | 4 | 0 | 17
Cc1cccc(N2CC(C(=O)O)CC2=O)c1C (configuration not stated) | 3 | 8 | 3 | 0.1 | -3 | -31 | 6 | -22 | 6 | 1 | -14
CCCN1C(=O)C2(/C(=C(\O)c3ccc4c(c3)OCCO4)C(=O)C(=O)N2CCCOC)c2ccccc21 (configuration not stated) | -11 | -16 | 8 | -0.9 | 4 | -35 | 0 | -12 | -7 | 10 | -6
Cc1ccc2c(c1)N(S(=O)(=O)c1ccc(CN3C(=O)c4cccnc4C3=O)s1)CCO2 | 8 | 6 | -3 | -0.5 | -3 | 0 | -21 | -8 | 13 | 5 | 2
O=C(CSc1ncnc2ccccc12)NCCc1ccccc1 | -11 | 1 | 1 | -0.1 | -2 | 2 | 0 | 20 | 16 | -4 | -6
O=C(NCc1ccccc1)c1cccc(NS(=O)(=O)c2cccc3cccnc23)c1 | -2 | -6 | 19 | 0.8 | 1 | -13 | 14 | 4 | 10 | -12 | -5
CCN(CC)S(=O)(=O)c1ccc(C(=O)Nc2cc(C)cc(C)c2)cc1 | -1 | -6 | 1 | -0.9 | -1 | 6 | . | 14 | -4 | 5 | 13
Cc1cc(C)c(S(=O)(=O)c2cc(F)ccc2C)c(=O)[nH]1 | -1 | 9 | -6 | -0.7 | 0 | -8 | 9 | -12 | 16 | -10 | 2
Cc1cc(N2CCN(c3ccccn3)CC2)n2cc(-c3ccccc3)nc2n1 | 2 | 0 | -11 | -1.1 | 4 | -26 | -12 | -3 | -26 | 1 | -11
CC(=O)C1=C(C)NC(=O)CC1c1ccc(Br)cc1 (configuration not stated) | -3 | 7 | 8 | -1.6 | 1 | -4 | 13 | -5 | 10 | 0 | 10
CCNCc1cc(Br)c(OCC(=O)Nc2ccccc2)c(OC)c1 | -19 | 4 | 17 | 1.0 | -1 | 10 | -34 | -16 | -10 | -4 | 1
COCCCn1c(=O)/c(=C\c2ccccc2OC(F)F)s/c1=C(/C#N)C(N)=O | 1 | -4 | -10 | 1.3 | -2 | 22 | -9 | -11 | -19 | 2 | -15
O=C(O)c1cccc(NC(=O)c2cccc(S(=O)(=O)N3CCCCC3)c2)c1 | 7 | -10 | -18 | 0.8 | 1 | -19 | -4 | 25 | -5 | -6 | -4
O=C(Nc1nc(-c2ccccc2)cs1)c1ccc(=O)[nH]c1 | 10 | 7 | -52 | -0.8 | 0 | -19 | -1 | -4 | -138 | 11 | 8
Cc1cc(C(F)(F)F)n2nc(-c3sccc3-n3cccc3)cc2n1 | 7 | -8 | 4 | -0.1 | 1 | -4 | 8 | -11 | 5 | 13 | 10
Cc1c(Cl)cccc1NCC(=O)NN=C1CCCC1 | -25 | -1 | 4 | -0.9 | 1 | -20 | -3 | -5 | 10 | 0 | 18
COc1cccc(C(c2c(NC(=O)c3ccco3)sc(C)c2C)N2CCOCC2)c1 (configuration not stated) | 4 | 6 | -10 | -0.3 | 1 | -2 | -17 | -2 | -22 | -10 | 15
O=C(O)C1C2CCC(C2)C1C(=O)Nc1cccc([N+](=O)[O-])c1 (configuration not stated) | 1 | -5 | 7 | -0.6 | . | -19 | 1 | 16 | 16 | -1 | 2
C[C@@H]1CNC(=O)c2c(C(=O)Nc3ccc(CNC(=O)OC(C)(C)C)cc3)ncn21 | 6 | 14 | 30 | -1.5 | . | -4 | 51 | -22 | -15 | 24 | .
COc1ccc(/C=C/C(=O)c2cccc(-n3cnnn3)c2)cc1O | 7 | 6 | 16 | -0.8 | 5 | -14 | 17 | 12 | 9 | 7 | 0
O=C(CCc1nnc2ccc(N3CCCC3)nn12)Nc1ccc(F)c(F)c1 | 9 | -4 | -6 | 1.5 | -2 | -17 | -10 | 15 | 4 | -12 | -9
Cc1cc(C)nc(SCC(=O)Nn2cnnc2)n1 | 3 | 1 | -8 | 0.8 | 3 | -9 | -18 | -9 | 16 | 0 | -1
CN1CCN(NC(=O)c2cc(Br)ccc2Cl)CC1 | -4 | 11 | -3 | -0.6 | 0 | -9 | -9 | -6 | 5 | 1 | 2

Molecules listed so far with fluorine:
SMILES | EBV LMP1 NFkB | KKLEB tox | Peg3 prom inh | hiPSC survival | NR2E3 ag-1 | NR2E3 ag-2 | Shn3 3UTR inh | CF NFkB block | HIF-2a block | C8 TRAIL sens | MITF TRPM1 inh
Cc1cc(C)c(S(=O)(=O)c2cc(F)ccc2C)c(=O)[nH]1 | -1 | 9 | -6 | -0.7 | 0 | -8 | 9 | -12 | 16 | -10 | 2
COCCCn1c(=O)/c(=C\c2ccccc2OC(F)F)s/c1=C(/C#N)C(N)=O | 1 | -4 | -10 | 1.3 | -2 | 22 | -9 | -11 | -19 | 2 | -15
Cc1cc(C(F)(F)F)n2nc(-c3sccc3-n3cccc3)cc2n1 | 7 | -8 | 4 | -0.1 | 1 | -4 | 8 | -11 | 5 | 13 | 10
O=C(CCc1nnc2ccc(N3CCCC3)nn12)Nc1ccc(F)c(F)c1 | 9 | -4 | -6 | 1.5 | -2 | -17 | -10 | 15 | 4 | -12 | -9

Of the compounds above, these contain an aryl thioether with sulfur outside any ring.
SMILES | EBV LMP1 NFkB | KKLEB tox | Peg3 prom inh | hiPSC survival | NR2E3 ag-1 | NR2E3 ag-2 | Shn3 3UTR inh | CF NFkB block | HIF-2a block | C8 TRAIL sens | MITF TRPM1 inh
O=C(CSc1ncnc2ccccc12)NCCc1ccccc1 | -11 | 1 | 1 | -0.1 | -2 | 2 | 0 | 20 | 16 | -4 | -6
Cc1cc(C)nc(SCC(=O)Nn2cnnc2)n1 | 3 | 1 | -8 | 0.8 | 3 | -9 | -18 | -9 | 16 | 0 | -1

The list goes on.
SMILES | EBV LMP1 NFkB | KKLEB tox | Peg3 prom inh | hiPSC survival | NR2E3 ag-1 | NR2E3 ag-2 | Shn3 3UTR inh | CF NFkB block | HIF-2a block | C8 TRAIL sens | MITF TRPM1 inh
O=C(CN1C(=O)/C(=C/c2ccccc2)SC1=S)Nc1cccnc1 | -1 | -2 | -2 | -1.1 | 0 | -14 | 6 | 1 | 15 | -8 | 5
COc1ccc2c(c1)SC(C)CC2=O (configuration not stated) | 7 | -3 | 19 | -1.2 | 1 | -23 | 6 | -11 | -8 | -4 | 1
COc1ccc(CCN(C)Cc2c(O)ccc3ccccc23)cc1OC | -2 | 4 | 11 | -0.2 | -1 | -42 | 15 | 1 | 7 | -1 | 11
Cc1cccc(-n2cc(-c3ccccc3)c3c(=O)[nH]cnc32)c1 | 5 | 5 | 26 | -0.4 | 3 | -4 | 8 | 3 | 10 | 10 | -6
OCCN1CCN(CCOc2cccc(Cl)c2)CC1 | -1 | 0 | 6 | 3.6 | 2 | 19 | -28 | 4 | 5 | 2 | 10
COc1ccc(NC(=O)c2ccc3nc[nH]c3c2)c(OC)c1 | 0 | 8 | -26 | -0.5 | -1 | -10 | -1 | 4 | -24 | 1 | -13
N#C/C(=C/c1ccc(N2CCCCC2)o1)C(=O)NCCc1c[nH]c2ccccc12 | -1 | 6 | 0 | -0.7 | -3 | 39 | -4 | -46 | -20 | 2 | 4
OCCOCCN1CCN(C2=Nc3ccccc3Sc3ccccc32)CC1 | -4&4 | -1&4 | -15&-5 | -0.7&-1.0 | 6&0 | 5&-28 | -2&24 | 34&-12 | -17&-11 | 1&-9 | 1&-15
OCC[C@@H]1C[C@H](O)[C@@H](O)[C@@]2(OCCc3ccccc32)O1 | 1 | -5 | 2 | -2.2 | 0 | -5 | 5 | 4 | 10 | -14 | 7
O=C(COC(=O)c1cccc2c1C(=O)c1ccccc1C2=O)NC1CCCCC1 | 17 | 1 | 22 | -1.3 | 3 | 4 | 4 | 5 | -13 | -7 | 16
COc1cc(SC)ccc1C(=O)Nc1ccc2c(c1)OCCO2 | -9 | -10 | -173 | -3.2 | 1 | -172 | -11 | -25 | -168 | 66* | -11
COc1ccc(OC)c(NC(=O)CCCSc2ccccc2)c1 | -1 | 4 | 8 | -0.6 | 0 | -15 | 5 | 3 | -8 | -3 | 4
O=C(C(=O)N1CCN(c2cccc(Cl)c2)CC1)c1cn(CC(=O)N2CCOCC2)c2ccccc12 | -5 | -4 | 14 | -0.6 | -2 | 15 | 0 | 2 | 0 | -4 | 3
COc1cc2c(cc1OC)C(C(=O)O)C(c1ccc(C)o1)N(C)C2=O (configuration not stated) | -2 | 7 | -5 | -2.4 | 0 | -16 | 4 | -6 | 1 | 9 | 3
